Source: PubChem BioAssay (IUPUI and University of Michigan)
ST2 inh: IL1RL1 inhibition; inhibition, % for hits at 17 µM; 78,000 tested, 2.3% active; AlphaLISA ST2-Fc/biotin-IL-33 interaction, 1 h; Q01638; in the data active = inhibition above about 30%; inconclusive = mostly about 10% to 28%
Target sequence (Q01638 whole entry, looked up): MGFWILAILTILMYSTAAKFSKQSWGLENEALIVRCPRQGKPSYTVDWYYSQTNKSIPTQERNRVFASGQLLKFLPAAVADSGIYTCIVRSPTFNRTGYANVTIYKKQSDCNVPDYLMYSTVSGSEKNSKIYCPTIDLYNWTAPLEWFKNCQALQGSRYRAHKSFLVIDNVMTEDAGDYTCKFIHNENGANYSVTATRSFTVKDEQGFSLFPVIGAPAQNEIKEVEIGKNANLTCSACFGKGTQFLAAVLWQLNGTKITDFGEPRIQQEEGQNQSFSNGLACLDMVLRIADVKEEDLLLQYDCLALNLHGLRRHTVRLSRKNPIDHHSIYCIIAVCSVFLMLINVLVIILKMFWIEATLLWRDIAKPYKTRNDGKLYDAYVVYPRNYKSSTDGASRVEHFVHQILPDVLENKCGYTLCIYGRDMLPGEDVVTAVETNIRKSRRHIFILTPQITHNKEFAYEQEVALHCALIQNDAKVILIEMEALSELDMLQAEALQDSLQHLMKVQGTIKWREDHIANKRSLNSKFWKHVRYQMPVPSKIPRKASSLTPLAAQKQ
* = called active by the depositor; i = inactive; ? = inconclusive.

SMILES | ST2 inh
O=C(O)C[C@@H]1C(=O)O[C@H]2[C@H](OC(=O)c3cc(O)c(O)c(O)c3)[C@@H](OC(=O)c3cc(O)c(O)c4c3[C@H]1[C@H](O)C(=O)O4)[C@H](OC(=O)c1cc(O)c(O)c(O)c1)O[C@@H]2COC(=O)c1cc(O)c(O)c(O)c1 | i
NC(CC(=O)c1ccc(Cl)cc1Cl)C(Cl)(Cl)Cl (stereo not given) | ?
C/C(Nc1ccccc1)=C(/C#N)C(N)=O | ?
Clc1ccc(-c2ncc3ccccn23)c(Cl)c1 | i
CCS(=O)(=O)c1ncc(CN2CCC(OC)CC2)n1CCCc1ccccc1 | i
Cc1c(Cl)c([N+](=O)[O-])nn1CCCC(=O)Nc1cc(Br)ccc1O | ?
O=C(/C=C/c1ccccc1Cl)NCCc1nc2ccccc2[nH]1 | i
CC(=O)Nc1ccc(NC(=O)Nc2cccc(Cl)c2)cc1 | i
Cc1ccc(-c2nc(CNC(=O)C3CCOC3)[nH]c2-c2ccccn2)cc1 (stereo not given) | i
Cc1sc(-c2nc3ccccc3n2C)cc1S(=O)(=O)O | ?
COc1ccc(Nc2ncnc3c2cnn3-c2ccc(Cl)cc2)cc1Cl | i
CCn1cnc2cc(NCc3ccccn3)ccc21 | i
COc1ccc(NC(=O)c2noc3c2CCC3)cc1 | i
O=C(Nc1ccc2n(c1=O)C[C@H]1C[C@@H]2CN(C(=O)c2ccc3ccccc3c2)C1)c1ccc(F)cc1 | i
Cc1cc2nc(Cc3cccc(F)c3)c(=O)n(C)c2cc1C | i
O=C(NCCC1COc2ccccc2O1)c1ccc(NCC2CC2)nc1 (stereo not given) | i
CC1=C(C(=O)Nc2nc3ccccc3s2)C(c2ccccc2)C2=C(CCCC2=O)N1 (stereo not given) | i
COc1cccc(Cn2c(Oc3cccc(OC)c3)nc3c2c(=O)n(C)c(=O)n3C)c1 | ?
Cc1cccnc1N1CCN(Cc2cn[nH]c2C(=O)O)CC1 | i
CCC(=O)N1CCc2cc(S(=O)(=O)NC(C(=O)NCc3cccnc3)C(C)C)ccc21 (stereo not given) | i
Cc1ccc(-c2cc(C(F)(F)F)c(C#N)c(SCC(=O)O)n2)cc1 | ?
Cc1ccc(Cn2c(CNC(=O)c3ccncc3)nc3cccnc32)cc1 | ?
O=C(c1ccc([N+](=O)[O-])cc1)N1CCN(CCO)CC1 | i
COc1cccc(NC(=O)CCC2CCN(C(=O)c3cc(C(C)C)no3)CC2)c1 | ?
N#Cc1c(N)n(-c2cccc(F)c2)c2nc3ccccc3nc12 | i

Rewritten with each value named: part of the list above
Cc1cc2nc(Cc3cccc(F)c3)c(=O)n(C)c2cc1C
  ST2 inh: i

C/C(Nc1ccccc1)=C(/C#N)C(N)=O
  ST2 inh: ?

CCS(=O)(=O)c1ncc(CN2CCC(OC)CC2)n1CCCc1ccccc1
  ST2 inh: i

O=C(/C=C/c1ccccc1Cl)NCCc1nc2ccccc2[nH]1
  ST2 inh: i

Remaining list, next part
SMILES | ST2 inh
Cc1cc(Cl)c(OCCOCCN2CCNCC2)c(Cl)c1 | i
CCc1ccc(OCC(O)CN2CCN(c3ccc(F)cc3)CC2)cc1 (stereo not given) | i
COc1ccc(OC)c(C2CCN(CCC(=O)Nc3nccs3)C2)c1 (stereo not given) | ?
Cc1cccc(-c2ccc3c(c2)C(=O)N2CC[C@H](NS(=O)(=O)c4cccs4)[C@H]2C(=O)N3)c1C | i
Cc1ccc2nc(-c3ccc(Cl)cc3)cn2c1 | i
Cc1ccc(C(=O)N[C@H]2CO[C@H]3[C@@H]2OC[C@@H]3Nc2nccc(-c3ccc(-c4ccccc4)cc3)n2)cc1 | ?
O=C(Nc1ccc(F)cc1)c1ccc(NC(=O)C2CCCO2)cc1 (stereo not given) | i
O=C(O)C1CC2(CCNCC2)CN1Cc1cn[nH]c1-c1ccc(F)cc1 (stereo not given) | i
O=C(NCc1ccccc1Cl)C(=O)NC1CC1 | i
Cc1cc(NC(=O)c2ccc(Br)o2)ccc1NC(=O)c1cc2ccccc2o1 | ?
COc1ccc(C)cc1-n1c(Cn2ccnc2)nnc1SCC(=O)O | i
CCn1ccnc1CN(C)C(=O)c1cc(COc2cccc3cnccc23)on1 | i
Cn1c(=O)c2c(nc(SCC(=O)N3CCOCC3)n2Cc2ccccc2Cl)n(C)c1=O | i
O=C1[C@H]2[C@@H](C(=O)N1c1ccccc1)[C@@]1(CO)C=C[C@H]2O1 | i
CN(C)C(=O)C(CCN1CCC(O)(c2ccc(Cl)cc2)CC1)(c1ccccc1)c1ccccc1 | i
COc1cccc(OC)c1C(=O)Nc1ccc(Cl)c(Cl)c1 | i
O=C(c1ccc(CS(=O)(=O)c2ccc(Br)cc2)o1)N1CCCCCC1 | i
c1cc(CN2CCCCCC2)cs1 | i
N#CC1=C(N)OC2=C(C(=O)CCC2)C1c1ccc(F)c(F)c1 (stereo not given) | i
COc1ccc(N2CC(NC(=O)c3ccc(OC(C)C)cc3)CC2=O)cc1 (stereo not given) | i
COc1ccc(C2C(C#N)=C(N)OC3=C2C(=O)CC(C)(C)C3)cc1Br (stereo not given) | i
CC(=O)N1CCN(c2nc3ccc(C)cc3cc2CN(CCC2=CCCCC2)C(=O)C(C)C)CC1 | i
CCOC(=O)C1(CCCc2ccccc2)CCCN(C(=O)c2c(C)noc2C)C1 (stereo not given) | i
CCc1ccc(S(=O)(=O)N(CC)CC)cc1 | i
O=C(CSc1nc(-c2ccccc2)cc(=O)[nH]1)Nc1ccccc1 | i
COc1ccc(NCCNC(=O)c2ccc(Cl)cc2)c([N+](=O)[O-])c1 | 32.0%*
Cc1ccc(-c2noc([C@@H]3C[C@@H](O)CN3Cc3cccs3)n2)cc1F | i
COc1ccc(NS(=O)(=O)c2cccc3nonc23)cc1 | ?
Cc1ccc(C(=O)c2ccc(Cl)cc2)cc1[N+](=O)[O-] | 42.0%*
CCC(NC(=O)c1occc1C)c1ccnn1C (stereo not given) | i
Cc1ccc(NC(=O)c2cc3c(=O)n4cccc(C)c4nc3n2C)cc1C | i
N#C/C(=C\c1cccc([N+](=O)[O-])c1)c1nn(-c2ccccc2)c(N)c1C#N | ?
CCCc1nnc(C[C@@H]2C[C@@H](C(C)C)[C@H](CN3CCC(C(N)=O)CC3)C=C2C)o1 | i
O=C(O)C1Sc2c(sc(=O)n2-c2ccccc2)C2c3ccccc3OC(=O)C12 (stereo not given) | ?
CN(C1CCCCC1)S(=O)(=O)c1ccc2c(c1)NC(=O)CC(=O)N2 | i
CN1CCCN(Cc2ccc(Br)cc2)CC1 | ?
CCCCCSc1nnc(-c2cc(Br)ccc2N)c(=O)[nH]1 | i
O=C(NCc1cnn2ccccc12)c1ccccc1Cl | ?
COc1cc(CN2CCC(CCC(=O)NCc3ccc(F)cc3)CC2)cc2c1OCO2 | ?
O=c1[nH]c2cc3[nH]c(=O)c(=O)c3cc2c1=O | i
OCc1ccc(-c2nccn2Cc2cn3c(n2)SCC3)o1 | i
Cc1ccc(OCC(=O)N2CCC3(CC2)C(=O)N(C)c2ccccc23)cc1 | ?
O=C(CNC1=NCCC1)c1ccc(Br)cc1 | ?
Cc1ccc(NC(=O)NCCc2nc3cccnc3n2C2CCCCC2)cc1F | ?
CCCC12CN3CC(CCC)(CN(C1)C3c1ccc(Cl)cc1)C2=O (stereo not given) | i
COc1ccc(CC(=O)Nc2ccccc2OC)cc1 | i
O=C(CN1C(=O)c2ccccc2S1(=O)=O)NC(Nc1ccccc1)C(Cl)(Cl)Cl (stereo not given) | i
CC1CCCCC1NC(=O)c1ccc2c(c1)ncn2C1CCCC1 (stereo not given) | i
O=C(c1cc2c(=O)oc3ccccc3c2s1)N1CCCCCC1 | i
NC1=NC(=O)CC(C(=O)Nc2cccc(C(F)(F)F)c2)S1 (stereo not given) | i

Further records.
SMILES | ST2 inh
Cc1nn(-c2ccccc2)c2sc(C(=O)Nc3ccccc3Cl)cc12 | i
O=C(O)C[C@@H]1CCN(C(=O)Cc2ccccc2)C[C@@H]1CCN1CCC[C@H]1C(=O)O | i
Cc1cc2nc(CN3CCOC(Cc4ccccc4)C3)cc(=O)n2[nH]1 (stereo not given) | ?
C[C@]12CC3CC(NC(=O)c4ccc(Cl)cc4Cl)(C1)C[C@@](C)(C3)C2 | i
CCN1C(=O)CSc2ccc(C(=O)NCCC3=CCCCC3)cc21 | i
Cc1ncc2c(c1CNC(=O)/C=C/c1cccs1)CCN(C(=O)c1ccc(F)cc1)C2 | ?
CCc1ccc(S(=O)(=O)N=C2C=C(Nc3ccc(O)cc3)C(=O)c3ccccc32)cc1 | 91.0%*
Cc1ccccc1/C=C1\SC(N2CCOCC2)=NC1=O | i
FC(F)(F)C1=Nc2ccccc2N=C(c2cccs2)C1 | ?
CC(C)c1nc(CCN(C)C(=O)c2cnn3c2CCCC3)no1 | ?
Cc1ccccc1-n1cc(CN(C)C(=O)c2cn(Cc3cccc4ccccc34)nn2)cn1 | i
CN(CCCc1nccn1C)c1nccc(N2CCC(O)C2)n1 (stereo not given) | i
O=C1CC(=O)Nc2cc(S(=O)(=O)Nc3ccc4c(c3)OCO4)ccc2N1 | i
Cc1ccc(-n2c(=O)c3sccc3n(CC(=O)NC3CCCC3)c2=O)cc1F | i
CNc1ncc(CN(C)Cc2cc3n(n2)CCNC3)cn1 | i
Cc1nn(-c2ccccc2)c(Cl)c1C(=O)Nc1ccc(I)cc1 | i
COC(=O)c1ccc(CNCc2cccnc2N2CCCC(O)C2)cc1 (stereo not given) | i
CCN(c1cccc(C)c1)S(=O)(=O)c1cccc2cccnc12 | ?
CCCS(=O)(=O)N1CCC(C(=O)NCCCOC)CC1 | i
CCc1c(C)sc(NC(=O)c2cc(-c3cccs3)on2)c1C#N | ?
O=[N+]([O-])c1ccc(S(=O)(=O)NC2C3CC4CC(C3)CC2C4)cc1 (stereo not given) | i
CC(=O)Nc1ccc(-c2ccc(=O)n3c2[C@@H]2C[C@@H](CN(C(=O)c4ccc(C#N)cc4)C2)C3)cc1 | i
CC1CCN(Cc2cc(Cn3ccnc3)c3cccnc3c2O)CC1 | 51.0%*
Cc1occc1C(=O)Nc1ccc(I)cc1 | i
CCC(=O)N1CCc2cc(Br)cc(S(=O)(=O)NCCC3=CCCCC3)c21 | i

Given with each value named: entries from further up.
Cc1ncc2c(c1CNC(=O)/C=C/c1cccs1)CCN(C(=O)c1ccc(F)cc1)C2
  ST2 inh = ?
CCc1ccc(S(=O)(=O)N=C2C=C(Nc3ccc(O)cc3)C(=O)c3ccccc32)cc1
  ST2 inh = 91.0%*
Cc1ccccc1/C=C1\SC(N2CCOCC2)=NC1=O
  ST2 inh = i
FC(F)(F)C1=Nc2ccccc2N=C(c2cccs2)C1
  ST2 inh = ?

The list continues:
| Structure | ST2 inh |
| --- | --- |
| CS(=O)(=O)CC(=O)N1CCCC(OCc2cccnc2)C1 (stereo not given) | i |
| COc1ccc(C2C3=C(N=C4SCC(=O)N42)c2ccccc2CC3)cc1 (stereo not given) | ? |
| Cc1cc(N2C(=O)C3CCCCC3C2=O)no1 (stereo not given) | i |
| O=C(Nc1nncs1)c1ccccc1Br | i |
| CCN(Cc1ccccc1)C(=O)CNS(=O)(=O)c1ccc(Br)s1 | i |
| O=C(c1cccc(-c2ncc[nH]2)c1)N1CC[C@@H](c2ccc(F)cc2)[C@H](O)C1 | ? |
| Cc1ccccc1Cn1cc(C(=O)NCCSc2nccn2C)nn1 | i |
| CCCCNC(=O)c1cc(=O)[nH]c2ccc(S(=O)(=O)N3CCCCCC3)cc12 | i |
| Cc1cccc2[nH]c(CN(C)C(=O)c3cc(COc4ccccc4)[nH]n3)nc12 | i |
| Clc1ccccc1CNc1ncnc2c1cnn2-c1ccccc1 | i |
| Cc1ccc2c(C)c(C(=O)NCCN(C)S(C)(=O)=O)oc2c1 | ? |
| CN(C)c1ccc(/C=C/c2[nH]c(=O)[nH]c(=O)c2[N+](=O)[O-])cc1 | i |
| CC(C)c1noc([C@@H]2C[C@@H](O)CN2Cc2ccc(CO)o2)n1 | i |
| CN1CCN(C(=O)c2cnc(N3CCN(c4ccccn4)CC3)c3ccccc23)CC1 | i |
| CCCOc1ccc(C(=O)Nc2ccc(N3CCCC3)cc2)cc1 | i |
| CCCNC(=O)CCS(=O)(=O)c1cc(Br)cc2c1N(C(=O)CC)CC2 | ? |
| OCC1COC(Cn2cncn2)(c2ccc(Cl)cc2Cl)O1 (stereo not given) | ? |
| CC(C)c1nc(C(=O)N2CCCC(C(=O)c3cccc4ccccc34)C2)cs1 (stereo not given) | ? |
| COc1cccc(CC2CN(C(=O)c3cc4c(nc3OC)CCC4)CCO2)c1 (stereo not given) | ? |
| Cc1cccc(/C(N)=N\OC(=O)Oc2ccccc2)c1 | i |
| CCOc1ccc(NC(=O)c2ccccc2Cl)cc1 | i |
| Cc1ccc(C(=O)N2CCCN(CC3CC3)C(C(C)C)C2)c(F)c1F (stereo not given) | ? |
| CCc1nccc(-c2nccn2CCn2ccnc2)n1 | i |
| Cc1ccc(S(=O)(=O)N2CCN(C)CC2)c(C)c1C | ? |
| CCOc1ccc(N2CC(O)Cn3c2nc2c3c(=O)n(C)c(=O)n2C)cc1 (stereo not given) | ? |
| Cc1ccc(C(c2sc3nc(C)nn3c2O)N2CCN(c3ccccc3F)CC2)cc1 (stereo not given) | ? |
| c1cnc(N2CCCCCCC2)c(CNCc2nc3ccccc3[nH]2)c1 | i |
| O=C(O)c1cc(Br)ccc1N=Cc1nc(-c2ccccc2)oc1O | i |
| Cc1cccc(Oc2coc3cc(OCC(=O)OCCC(C)C)ccc3c2=O)c1 | ? |
| CCCCOC(=O)C1=C(C)Nc2nnnn2C1c1ccc(Cl)cc1 (stereo not given) | i |
| COc1ccc2nc(N3CCOCC3)cc(C)c2c1 | i |
| CC(C)(C)CC(=O)N[C@H]1C[C@H]2C(=O)Nc3ccc(-c4ccsc4)cc3C(=O)N2C1 | ? |
| O=C(NC1CC(=O)N(c2cccc(F)c2)C1)c1ccc2c(c1)OCO2 (stereo not given) | ? |
| Cn1c(=O)c2c(nc(NCCCO)n2Cc2cccc(Cl)c2)n(C)c1=O | i |
| COc1cc(N2CCC(C(=O)NCc3ccccn3)CC2)ncn1 | i |
| C=CCn1nc(C(=O)N2CCCCCC2)c2c1CCC(N(C)Cc1ccco1)C2 (stereo not given) | i |
| O=C(CN1CCCN(Cc2cccc(F)c2)S1(=O)=O)Nc1ccccc1Cl | i |

An excerpt; the hit share may differ from the screen's.
